bovine MsrA act: bovine MsrA enzyme activators, primary screen, biochemical, absorbance, HTS. Methionine sulfoxide reductase A (Bos taurus). purified bovine MsrA, absorbance read-out. 0.3% of 360,000 active. activation, % at 10.6 µM. AID 602163, 2012; in the data active = activation above about 7.5%;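 also: 0% = vehicle and 100% = reference activator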
Tb MetRS inh: T. brucei MetRS inhibitors, primary screen, biochemical, luminescence | purified T. brucei MetRS, ATP depletion, Kinase-Glo luminescence | 0.4% of 360,000 active | inhibition, % at 11.9 µM | AID 624268, 2012;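 active = inhibition above a per-plate cutoff of the control wells' mean inhibition plus 3 SD, cut at about 5.5% in these data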;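 also: 0% = DMSO wells median and 100% = median of wells with control inhibitor compound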
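technique = Kinase-Glo luminescence, ATP depletion format | system = purified MetRS (methionyl-tRNA synthetase) enzyme from Trypanosoma brucei | timing = 15 min preincubation, 2 h reaction, all 25 °C | evaluation = percent inhibition versus plate control medians | dosing = single dose, 11.9 µM final nominal, 0.9% final DMSO | also added = substrates ATP, L-methionine and bulk Escherichia coli tRNA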
eLon inh: inhibitors of E. coli Lon protease, primary screen, biochemical, fluorescence polarization | inhibition, % at 7.94 µM | purified E. coli Lon protease | P0A9M0 | 0.42% of 360,000 active; in the data active = inhibition above about 13%, passing the limit was not always enough;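 also: 0% = enzyme with probe and DMSO and 100% = no enzyme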
Target sequence (P0A9M0 whole entry, looked up): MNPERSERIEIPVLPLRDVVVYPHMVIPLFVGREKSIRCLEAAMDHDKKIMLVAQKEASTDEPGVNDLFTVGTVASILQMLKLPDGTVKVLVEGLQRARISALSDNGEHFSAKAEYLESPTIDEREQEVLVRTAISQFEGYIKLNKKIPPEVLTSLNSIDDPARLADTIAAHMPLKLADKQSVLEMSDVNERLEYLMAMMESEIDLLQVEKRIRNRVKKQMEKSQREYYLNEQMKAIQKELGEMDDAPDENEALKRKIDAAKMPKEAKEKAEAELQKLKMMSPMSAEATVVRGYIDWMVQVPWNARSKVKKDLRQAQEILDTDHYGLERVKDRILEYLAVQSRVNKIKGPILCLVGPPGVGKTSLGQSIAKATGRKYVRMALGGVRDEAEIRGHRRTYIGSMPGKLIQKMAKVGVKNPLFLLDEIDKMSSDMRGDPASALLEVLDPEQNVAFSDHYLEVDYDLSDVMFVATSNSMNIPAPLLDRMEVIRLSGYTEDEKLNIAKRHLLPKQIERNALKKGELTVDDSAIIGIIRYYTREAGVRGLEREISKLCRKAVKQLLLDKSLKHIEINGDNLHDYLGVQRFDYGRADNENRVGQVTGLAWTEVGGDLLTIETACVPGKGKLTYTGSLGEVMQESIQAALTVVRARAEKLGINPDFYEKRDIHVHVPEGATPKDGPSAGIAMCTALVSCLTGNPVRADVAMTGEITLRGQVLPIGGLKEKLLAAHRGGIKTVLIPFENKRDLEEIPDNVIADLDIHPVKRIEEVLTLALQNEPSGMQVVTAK
NRP1-CendR mod: modulators of CendR peptide binding to NRP-1, primary screen, biochemical, fluorescence polarization, uHTS. Neuropilin-1 (Homo sapiens), O14786. 0.85% of 360,000 active. AID 602438, 2012. inhibition, % at 25 µM. FAM-RPARPAR peptide binding to NRP-1;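 active = inhibition or corrected inhibition above about 18%, plus a signal ratio from 0.5 to 1.5, limit read from the data, passing the limit was not always enough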; also: strong numbers were not always called active
SUMO1-SIM PPI: modulators of SUMO1 protein-protein interactions, primary screen, biochemical, uHTS; Small ubiquitin-related modifier 1 (Homo sapiens), P63165; SUMO1 binding to a labelled peptide, TR-FRET, 1 h; inhibition, % at 20 µM; 0.33% of 360,000 active; AID 602429, 2012; in the data active = inhibition above about 37%
Target sequence (P63165 whole entry, looked up): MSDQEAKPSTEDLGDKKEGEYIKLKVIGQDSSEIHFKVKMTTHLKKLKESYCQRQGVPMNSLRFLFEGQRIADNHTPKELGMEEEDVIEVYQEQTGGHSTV
LMPTP block: LMPTP phosphatase inhibitors, primary screen, biochemical, fluorescence intensity, uHTS. Low molecular weight phosphotyrosine protein phosphatase (Homo sapiens), P24666. recombinant LMPTP-A, OMFP fluorogenic substrate. inhibition, % at 20 µM. 0.22% of 360,000 active;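 active = compounds that cut the enzyme signal by at least half of the control window in the single-dose screen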;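 also: plate controls were DMSO wells with enzyme plus substrate for no effect and substrate without enzyme for full effect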
Target sequence (P24666 whole entry, looked up): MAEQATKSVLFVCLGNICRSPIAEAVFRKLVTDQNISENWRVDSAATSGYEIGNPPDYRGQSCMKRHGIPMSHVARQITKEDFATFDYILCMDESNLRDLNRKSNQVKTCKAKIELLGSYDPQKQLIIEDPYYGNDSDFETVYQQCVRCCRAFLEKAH
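Test system – LMPTP-A enzyme · Amount – LMPTP-A at 0.625 nM final in the reaction · Buffer or medium – Bis-Tris pH 6.0, DTT, detergent · Reagent – OMFP 400 µM · Doses – single 20 µM dose · Schedule – reaction 50 min, room temperature, dark · Detection – fluorescence intensity of OMFP turnover product · Evaluation – percent inhibition versus substrate-only and uninhibited controls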
DNMT1 inh: human DNMT1 methyltransferase inhibitors, primary screen, biochemical, molecular beacon, fluorescence, HinP1I cleavage, uHTS; DNA (cytosine-5)-methyltransferase 1 (Homo sapiens), P26358; inhibition (reported as % activation of signal), % at 10 µM; 0.83% of 360,000 active; in the data active = inhibition above about 50%
Scp-1 inhibitor: Scp-1 phosphatase inhibitors, primary screen, biochemical, colorimetric, uHTS; Carboxy-terminal domain RNA polymerase II polypeptide A small phosphatase 1 (Homo …; Recombinant Scp1, phosphopeptide, malachite green phosphate absorbance; inhibition, % at 20 µM; 0.88% of 340,000 active;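 active = inhibition above about 50% at 20 µM, limit read from the data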;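 also: plate controls were DMSO wells with enzyme for no effect and wells lacking enzyme for full effect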
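Test system: SCP-1 catalytic domain; Buffer or medium: Acidic Tris acetate buffer with magnesium and detergent; Also added: Phosphorylated 17-residue peptide substrate; Compound: single 20 µM dose, 1% DMSO; Schedule: enzyme reaction 45 min at room temperature, colour 5 min, stabilisation 30 min; Signal: Phosphate-binding colour reagent, absorbance read at 630 nm.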
MsrA inhibitor: bovine MsrA enzyme inhibitors, primary screen, biochemical, absorbance, HTS. AID 651718, 2012. purified bovine MsrA, absorbance read-out. 0.75% of 360,000 active. inhibition, % at 15.5 µM. Methionine sulfoxide reductase A (Bos taurus); in the data active = inhibition above about 4.5%;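 also: 0% = vehicle wells with enzyme and 100% = reference inhibitor wells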
STEP block: STEP phosphatase inhibitors, primary screen, biochemical, fluorescence intensity, uHTS; recombinant STEP, OMFP fluorogenic substrate; inhibition, % at 20 µM; Tyrosine-protein phosphatase non-receptor type 5 (Homo sapiens), P54829; 0.25% of 360,000 active;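 active = inhibition at 20 µM, scaled per plate between control wells, above about 37%, limit read from the data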;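 also: 0% = DMSO with enzyme and substrate and 100% = substrate only without enzyme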
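Assay system: isolated STEP enzyme. Buffer or medium: pH 6.0 Bis-Tris with DTT and Tween 20. Also added: fluorogenic phosphatase substrate OMFP at 25 µM final. Dosing: 20 µM, 1% DMSO. Timing: 20 min reaction, room temperature, in the dark. Measured by: fluorescence intensity, excitation 480 nm, emission 540 nm. Evaluation: normalized % inhibition.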
An asterisk follows results filed as active; nt = not tested or not shown.

SMILES	bovine MsrA act	Tb MetRS inh	eLon inh	NRP1-CendR mod	SUMO1-SIM PPI	LMPTP block	DNMT1 inh	Scp-1 inhibitor	MsrA inhibitor	STEP block
COCCCN1C(=O)C(=O)/C(=C(/O)c2ccc(S(=O)(=O)N3CCOCC3)cc2)C1c1cccc(Cl)c1 (stereo not drawn)	-2	-0.1	-6	11	-17	-1.4	1	-8	2.6	4
CCN(C(=O)c1cnc(NC(C)C)cc1C(F)(F)F)c1ccc(Cl)cc1	-2	-0.4	2	2	6	0.1	-3	-7	0.0	-1
CC(C)C(C)NC(=O)COC(=O)c1cccc(C(=O)OCC(=O)NC(C)C(C)C)n1 (stereo not drawn)	-3	0.1	9	0	0	-0.7	2	-11	1.2	-1
O=C(CC1N=C2c3ccccc3N=C(SCc3ccc(Cl)cc3)N2C1=O)NCc1ccco1 (stereo not drawn)	-8	0.1	-5	-33	6	3.0	30	10	nt	4
COc1ccc2c(CC(=O)OCC(=O)Nc3cccc(S(N)(=O)=O)c3)coc2c1	0	0.2	-4	-7	3	0.4	-5	-7	1.1	-2
CN1CCN(S(=O)(=O)c2ccc(-c3noc(C4CCN(S(C)(=O)=O)CC4)n3)cc2)CC1	-6	0.0	5	7	12	-2.0	-3	16	1.0	-2
COc1ccc(S(=O)(=O)N(C)CC(=O)NCCC2=CCCCC2)cc1OC	-13	-1.3	-4	-9	0	0.6	4	1	0.3	1
Cc1ccsc1C(=O)N1CCCC(CO)(Cc2ccccc2)C1 (stereo not drawn)	-1	-0.4	-4	6	5	0.7	3	-6	0.5	0
O=C1Nc2ccccc2O/C1=C\c1ccccc1	-3	2.6	5	-5	3	0.2	1	-12	1.0	0
Cc1cc(N2CCN(C)CC2)nc2ccc(NC(=O)CCC(=O)NCCCOC(C)C)cc12	-1	-0.1	-5	6	1	-3.0	2	0	0.8	-1
C=C(C)CSc1nnc(-c2cccc(S(=O)(=O)N(C)C)c2)n1-c1cc(OC)ccc1OC	-3	0.0	5	-3	2	0.0	-1	-5	-0.4	1
CN1CCN(c2cc(C(F)(F)F)nc3ccc(F)cc23)CC1	-2	-0.6	16	-4	-4	-1.3	-1	-13	1.8	3
COc1ccc(NC(=O)CCS(=O)(=O)c2cccc3nonc23)cc1Cl	-2	-0.7	0	19	-20	0.7	-4	-1	0.1	-1
O=c1oc2ccc3ccccc3c2cc1-c1nnc(-c2ccccc2)o1	-10	-1.7	-4	-22	-2	7.0	4	-5	0.4	3
Cc1ccccc1C(=O)N1CCC(C(=O)Nc2ccccn2)CC1	-2	-0.6	4	4	-4	-0.4	2	13	0.3	0
O=C(Nc1ccc2c(c1)CCC2)c1ccc(Br)s1	-3	0.3	-8	12	-1	0.8	5	-3	-0.1	4
CCOc1ccc(N(CC(=O)Nc2cccc(F)c2)S(=O)(=O)c2c(C)noc2C)cc1	-1	0.0	3	-2	8	2.5	9	-3	-0.6	0
Cc1cc(CNCc2c(C(=O)N(C)Cc3ccccc3)nc3ccccn23)nn1C	-9	-0.6	5	-5	3	-0.8	1	-4	0.5	0
CC(C)NC(=O)CSc1nc(-c2cccs2)cc(-c2ccccc2)c1C#N	0	-0.1	5	-22	-8	0.4	15	-10	-0.8	-2
COc1ccccc1CNC(=O)[C@@H]1CCCN1S(=O)(=O)c1ccc(Cl)cc1	-3	-0.4	6	3	9	-0.8	-1	-4	-0.7	-1
O=C(O)CCN(CCC(=O)O)c1ccccc1	-2	0.4	-2	-6	-2	-1.0	6	-3	-0.9	-4
CN(Cc1ccccc1)Cc1c(O)ccc2ccccc12	-10	-1.0	2	0	-2	-0.3	0	-1	-1.0	0
COCCCn1c(-c2ccc(Cl)cc2)n[nH]c1=S	-11	-1.2	7	-2	0	0.2	-1	0	-1.1	0
O=C(NCc1ccc(F)cc1)C1CCCN(c2cnccn2)C1 (stereo not drawn)	0	0.5	-5	12	3	-1.0	-1	-4	1.3	-1
Cc1ccc(C(=O)N2CCN(S(C)(=O)=O)C2)cc1	0	0.4	2	-5	2	-1.9	-2	0	-0.7	2
Other results follow:
SMILES	bovine MsrA act	Tb MetRS inh	eLon inh	NRP1-CendR mod	SUMO1-SIM PPI	LMPTP block	DNMT1 inh	Scp-1 inhibitor	MsrA inhibitor	STEP block
COc1cccc(CNC(=O)CCNC(=O)N2CCn3c2nc2ccccc23)c1	-3	-0.8	3	6	4	-0.7	-1	-2	-0.4	0
Cc1ccc(S(=O)(=O)NCc2ccccc2)cc1C(=O)N1CCN(S(=O)(=O)c2ccccc2)CC1	-3	0.0	-5	-7	-22	-9.7	-2	-10	-0.9	-2
CS(=O)(=O)N1CCN(C(=O)Cc2ccc(Br)cc2)CC1	6	-0.4	-4	3	1	-0.4	-1	-11	0.1	-1
O=C(NCc1ccccc1OC(F)(F)F)C1CCC(=O)N(CCCN2CCOCC2)C1 (stereo not drawn)	-3	0.0	-7	-13	6	-1.9	5	nt	-0.3	-2
CC1=C(c2ccccc2)C=NNCC1=O	0	-0.3	-7	8	-9	-1.9	-1	-5	1.8	3
Cc1ccc(C2C(C#N)=C(N)Oc3cc(N)ccc32)cc1 (stereo not drawn)	-4	-0.1	-16	0	-17	5.3	-3	-4	-0.2	2
CCN(c1ccc(N=Cc2c(O)n(Cc3ccc(OC)cc3)c(=O)c3ccccc23)cc1)C(C)C	-10	-1.3	-29	133	-19	1.5	5	1	0.0	-44
C=CCn1c(-c2ccc(Cl)cc2)c[nH]c1=S	-5	-0.3	-2	-1	4	-1.6	-2	5	0.8	-1
C#Cc1ccc(NC(=O)C2(C)CCN2C(=O)C2(c3ccccc3)CCCC2)cc1 (stereo not drawn)	-3	-0.3	2	-4	5	4.0	0	nt	0.9	-1
O=C1OC(N2C(=O)CC[C@H]2C(=O)NCC2CCCO2)c2ccccc21 (stereo partly drawn)	-2	-0.6	-3	22*	7	-3.3	1	7	-0.5	-1
Cc1ccc(C)c(C(=O)COC(=O)c2cc(Cl)nc3ccccc23)c1	-1	-0.3	3	5	-5	3.6	10	-11	1.7	3
COC(=O)c1ccc(COC(=O)C2CC(O)CN2S(=O)(=O)c2ccc([N+](=O)[O-])cc2)cc1 (stereo not drawn)	-3	-0.3	-8	4	-31	1.0	-5	-4	0.4	-2
COc1cccc(OCCNc2cc(N3CCOCC3)ccc2[N+](=O)[O-])c1	3	0.5	-9	5	-20	3.1	-7	-16	0.5	1
CSc1ncccc1C(=O)OCC(=O)Nc1ccc2c(c1)OCO2	-6	-0.8	-1	0	1	-0.2	-7	-6	0.9	-2
Cc1ccc(C)c(S(=O)(=O)N2CCN(C(=O)c3ccccc3Cc3ccccc3)CC2)c1	-2	-0.4	-15	-3	2	4.9	-1	-10	1.2	-3
COc1ccc([C@H]2CC(=O)C[C@@H](CCn3cc(-c4ccccc4)nn3)O2)cc1	-2	0.3	-5	-1	5	-0.7	nt	nt	-0.4	nt
NCCCCCC(=O)O	1	-0.2	16	-9	-1	-1.5	4	-12	0.1	0
Nc1nc(NCc2ccco2)nn1-c1ccccc1	1	-0.6	7	1	-2	-2.0	-1	2	-0.6	0
O=C(CNS(=O)(=O)c1ccc(Br)cc1)N1CCN(c2ccc(F)cc2)CC1	-2	-0.5	-10	7	-5	0.0	-1	5	1.0	2

Exported comma-delimited: part of the list above.
smiles,bovine MsrA act,Tb MetRS inh,eLon inh,NRP1-CendR mod,SUMO1-SIM PPI,LMPTP block,DNMT1 inh,Scp-1 inhibitor,MsrA inhibitor,STEP block
COc1cccc(CNC(=O)CCNC(=O)N2CCn3c2nc2ccccc23)c1,-3,-0.8,3,6,4,-0.7,-1,-2,-0.4,0
Cc1ccc(S(=O)(=O)NCc2ccccc2)cc1C(=O)N1CCN(S(=O)(=O)c2ccccc2)CC1,-3,0.0,-5,-7,-22,-9.7,-2,-10,-0.9,-2
CS(=O)(=O)N1CCN(C(=O)Cc2ccc(Br)cc2)CC1,6,-0.4,-4,3,1,-0.4,-1,-11,0.1,-1
O=C(NCc1ccccc1OC(F)(F)F)C1CCC(=O)N(CCCN2CCOCC2)C1 (stereo not drawn),-3,0.0,-7,-13,6,-1.9,5,nt,-0.3,-2
CC1=C(c2ccccc2)C=NNCC1=O,0,-0.3,-7,8,-9,-1.9,-1,-5,1.8,3
Cc1ccc(C2C(C#N)=C(N)Oc3cc(N)ccc32)cc1 (stereo not drawn),-4,-0.1,-16,0,-17,5.3,-3,-4,-0.2,2
CCN(c1ccc(N=Cc2c(O)n(Cc3ccc(OC)cc3)c(=O)c3ccccc23)cc1)C(C)C,-10,-1.3,-29,133,-19,1.5,5,1,0.0,-44
C=CCn1c(-c2ccc(Cl)cc2)c[nH]c1=S,-5,-0.3,-2,-1,4,-1.6,-2,5,0.8,-1
C#Cc1ccc(NC(=O)C2(C)CCN2C(=O)C2(c3ccccc3)CCCC2)cc1 (stereo not drawn),-3,-0.3,2,-4,5,4.0,0,nt,0.9,-1
O=C1OC(N2C(=O)CC[C@H]2C(=O)NCC2CCCO2)c2ccccc21 (stereo partly drawn),-2,-0.6,-3,22*,7,-3.3,1,7,-0.5,-1
Cc1ccc(C)c(C(=O)COC(=O)c2cc(Cl)nc3ccccc23)c1,-1,-0.3,3,5,-5,3.6,10,-11,1.7,3
COC(=O)c1ccc(COC(=O)C2CC(O)CN2S(=O)(=O)c2ccc([N+](=O)[O-])cc2)cc1 (stereo not drawn),-3,-0.3,-8,4,-31,1.0,-5,-4,0.4,-2
COc1cccc(OCCNc2cc(N3CCOCC3)ccc2[N+](=O)[O-])c1,3,0.5,-9,5,-20,3.1,-7,-16,0.5,1
CSc1ncccc1C(=O)OCC(=O)Nc1ccc2c(c1)OCO2,-6,-0.8,-1,0,1,-0.2,-7,-6,0.9,-2

Bioassay records: PubChem BioAssay, several laboratories
